# POLI inh = inhibitors of human DNA polymerase iota | Q9UNA4 | Pol iota fluorescent replication assay, 10 min | Potency, µM (top dose mostly 115 µM), inactives show at the top dose activity, negative = inhibition, most hits filed as inhibitors | hit rate 1% among 390,000 | AID 588590; also: potency is read from the fitted curve at half-maximal effect
#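 Pol iota at 10 nM preincubated 15 min with compounds at room temperature; reaction started with fluorescent substrate, 50 nM final. Fluorescence read kinetically at 0 and 10 min; buffer-only wells as negative control.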
# LDHA block = blocks human lactate dehydrogenase A. activity change, % (values are at about 110 or 230 µM). P00338. purified LDHA, NADH/diaphorase-resazurin fluorescence; stronger effect = lower value. hit rate 0.15% among 480,000; in the data active = activity change below about -30%; inconclusive = mostly about -25% to -30%;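 also: plate controls were DMSO wells for no effect and wells without enzyme for full effect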
#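 Human LDH5 at 2 nM final in Tris HCl pH 7.4 with 0.06 mM NADH and 0.2 mM pyruvate, reacted 5 minutes at room temperature. Remaining NADH coupled via diaphorase/resazurin; resorufin fluorescence read at 0 and 20 minutes, normalized to enzyme-free and DMSO wells.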
# Pol kappa inh = blocks human DNA polymerase kappa activity; hit rate 0.53% among 400,000; Potency, µM (series often up to 107 µM), inactives show top-dose activity, negative = inhibition, most hits filed as inhibitors; Q9UBT6; purified Pol kappa, fluorescent DNA synthesis assay, 10 min; also: potency is read from the fitted curve at half-maximal effect; % is scaled to controls: 0 for no effect and ±100 for the full control effect
#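 Kinetic fluorescence readout at 0 and 10 min followed reaction start with substrate at 50 nM final. Beforehand, enzyme (10 nM Pol kappa) stood 15 min with compound at room temperature; buffer-only wells were negative controls.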
# APE1 inh = blocks human APE1 abasic DNA cleavage; recombinant APE1, TAMRA/BHQ-2 abasic DNA cleavage fluorescence; Potency, µM (titrated, usually from 65.8 µM), for inactives: at the top dose activity change, negative = inhibition, actives largely listed as inhibitors; hit rate 0.35% among 350,000; AID 2517;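 also: potency is read from the fitted curve at half-maximal effect; plate controls were vehicle for no effect and reference inhibitor for full effect; nearly all actives have a fitted effect of over 55% in size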
# Target sequence (P27695 whole entry, looked up): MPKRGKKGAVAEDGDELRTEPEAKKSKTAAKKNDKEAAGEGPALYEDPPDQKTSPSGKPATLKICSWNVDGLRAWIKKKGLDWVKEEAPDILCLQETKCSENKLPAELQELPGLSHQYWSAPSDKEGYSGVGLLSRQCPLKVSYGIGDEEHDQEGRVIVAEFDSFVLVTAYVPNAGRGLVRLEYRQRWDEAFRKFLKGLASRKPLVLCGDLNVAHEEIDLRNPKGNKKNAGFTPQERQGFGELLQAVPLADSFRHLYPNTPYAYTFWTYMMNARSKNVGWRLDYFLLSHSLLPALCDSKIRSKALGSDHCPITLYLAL
#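 Compound pre-exposure to 0.75 nM APE1, 15 min at ambient temperature. Reaction initiated with 50 nM TAMRA/BHQ-2 THF substrate, read immediately in kinetic mode, 525 nm excitation, 598 nm emission.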
# GRP78 ERSR act = induces the endoplasmic reticulum stress response in human glioma cells. hit rate 0.02% among 420,000. AID 602332. U87-MG GRP78 promoter luciferase reporter, 16 h. Potency, µM, for the others: top-dose activation, usual class: activators; also: potency is read from the fitted curve at half-maximal effect; series mostly up to about 76 µM; % of control where 0% means no effect; nearly all actives have a fitted effect of over 35% in size
#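 Stably transfected U87-MG glioma cells carrying a GRP78-based luciferase sensor; 16 h compound incubation. Luminescence end-point read 10 min after Bright-Glo addition at room temperature.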
# Apoferritin bind = candidate novel general anesthetic via apoferritin binding. P02791. apoferritin/1-aminoanthracene competitive binding, fluorescence. Potency, µM (titrated, usually from 77.5 µM), for the others: at the highest dose activity change, negative = displacement, most hits filed as inhibitors. hit rate 0.074% among 350,000. AID 485281; also: potency is read from the fitted curve at half-maximal effect; % is scaled to controls: 0 for no effect and ±100 for the full control effect; nearly all actives have a fitted effect of over 20% in size
# Target sequence (P02791 2-175 limits assumed): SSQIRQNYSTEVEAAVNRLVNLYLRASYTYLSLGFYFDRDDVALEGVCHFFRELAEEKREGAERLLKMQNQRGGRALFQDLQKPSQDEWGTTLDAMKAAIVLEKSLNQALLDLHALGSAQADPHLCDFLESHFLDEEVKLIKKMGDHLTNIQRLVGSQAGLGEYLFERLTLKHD
#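 10 uM apoferritin + 50% sat. 1-AMA, PBS; cpd 10 min RT; Ex380/Em535 endpoint; normalized to free probe vs complex; 4-param Hill fit; propofol titration as pos. ctrl.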
# Pol eta inh = blocks human DNA polymerase eta activity; recombinant Pol eta, fluorescent DNA replication assay; Potency, µM (doses to about 114 µM), for inactives: at the top dose activity change, negative = inhibition, usual class: inhibitors; Q9Y253; AID 588591; hit rate 1.2% among 390,000; also: potency is read from the fitted curve at half-maximal effect; % is scaled to controls: 0 for no effect and ±100 for the full control effect
#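 Pol eta at 10 nM preincubated with compounds 15 min at room temperature; reaction started with fluorescent substrate (50 nM final) and read kinetically at 0 and 10 min.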
# Pol beta inh = DNA polymerase beta (human) inhibition. Potency, µM (top dose mostly 114 µM), inactives show at the top dose activity change, negative = inhibition, hits mostly inhibitors. AID 485314. Pol beta primer extension/strand displacement, fluorescence kinetic. P06746. hit rate 1.3% among 340,000; also: potency is read from the fitted curve at half-maximal effect; % is scaled to controls: 0 for no effect and ±100 for the full control effect
#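 Values derive from four-parameter Hill fits of normalized kinetic data: reads at 0 and 10 min following addition of 50 nM substrate to 10 nM Pol beta preincubated 15 min with compound.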
# BLM inh = inhibitors of human Bloom syndrome helicase BLM; recombinant BLM DNA unwinding, fluorescence dequenching; Potency, µM (top dose mostly 56.1 µM), without a hit: top-dose activity change, negative = inhibition, actives largely listed as inhibitors; hit rate 0.2% among 350,000;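 also: potency is read from the fitted curve at half-maximal effect; plate controls were vehicle for no effect and no enzyme for full effect; nearly all actives have a fitted effect of over 35% in size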
# Active calls of the source: *; ? = inconclusive; . = no result given; & = joins results of further samples; [ ] = remark or other dose. Unless noted, calls follow the shape of the dose curve; as a rule, active = well fitted curve in the direction sought with a large enough effect; inconclusive = small, poorly fitted or top-dose-only effect, or another doubt; inactive = no such curve, though single readings can be large; an effect the other way counts as inactive or inconclusive. Only part of the results is shown (hit frequency here may not be typical).
# Below each compound – POLI inh	LDHA block	Pol kappa inh	APE1 inh	GRP78 ERSR act	Apoferritin bind	Pol eta inh	Pol beta inh	BLM inh
COC(=O)\C(C(C)=O)=C(/C=C/C=C/C=C/N(C)C)N(C)C
    4µM*	15	22µM*	7.9µM*	4%	-12%	2.8µM*	10µM*	-16%
C=C(C)C1CC=C(C)/C(=N/NC(=O)c2cccs2)C1 (centres undefined)
    15%	-6	3%	-3%	3%	-10%	-10%	-13%	-3%
CCN/N=C(\Cc1nc2ccccc2[nH]1)c1ccccc1
    72%[activator]	1	-2%	18%	3%	-7%	-21%	7%	-5%
CCOC(=O)/C=C1/SCC(=O)N1CC(=O)NC12CC3CC(CC(C3)C1)C2
    31%[activator]	1	4%	.	-1%	.	-13%	.	.
CCC(=O)c1ccc(OCc2ccc(C(=O)c3ccccc3)cc2)cc1
    32%[activator]	-4	-6%	-3%	-1%	-15%	-6%	-19%	-12%
c1ccc(NC2=Nc3cccc4cccc2c34)cc1
    110%[activator]	-1	-2%	-4%	4%	?	-24%	-1%	-2%
Cc1nc(N2CCCC2)ncc1C(=O)Nc1ccc(OC(F)(F)F)cc1
    7%	-1	-2%[60.1 µM]	.	.	26%	.	-21%	-4%
COc1cccc2c(Cl)c(CCCl)c(C)nc12
    2%	2	4%	1%	8%	-11%	-21%	1%	-5%
NC(=O)CC(NC(=O)c1ccc(Br)cc1)c1ccc(N2CCN(c3ccc(F)cc3)CC2)c([N+](=O)[O-])c1 (centres undefined)
    41%[activator]	3	9%	-3%	-7%	-16%	0%	-2%	-3%
C=CCn1c(SCC(=O)N(CCOC)c2c(N)n(CCCC)c(=O)[nH]c2=O)nnc1-c1ccc(Cl)cc1
    7%	-13	0%	-2%	0%	.	-9%	.	.
CSCCC(N=CC1=C(O)CC(C)(C)CC1=O)C(=O)O (centres undefined)
    -11%	2	0%	-2%	-2%	-4%	-17%	1%	2%
O=C(CN1CCN(C(=O)c2ccc(OCc3cn4ccccc4n3)cc2)CC1)Nc1cccc(F)c1
    ?	-4	-21%	49%[activator]	-1%	.	-3%	.	.
COc1cccc(NC(=S)N(Cc2cccc(Br)c2)CC2CCC(C(=O)O)CC2)c1 (centres undefined)
    5%	-5	-4%	13%	1%	-1%	-3%	18%	4%
O=C(NN1C(=O)C2C3C=CC(O3)C2C1=O)c1ccccc1 (centres undefined)
    -3%	-5	-12%	13%	-5%	-2%	-3%	1%	-1%
COc1ccc(CN2CCc3ccccc3C2)c(OC)c1OC
    171%[activator]	-19	15%	16%	-4%	-8%	-14%	13%	-3%
CC(=O)N1c2ccc(S(=O)(=O)NCCC(=O)NCc3ccc(N(C)C)cc3)cc2CC1C (centres undefined)
    ?	-15	-6%	-4%	-5%	-3%	6%	55%	-1%
Cc1cc(C)c2ccc(=S)[nH]c2n1
    50%[activator]	0	0%	-2%	-3%	?	-15%	-19%	-5%
CC1(C)CC(=O)c2cc(-c3nc(-c4ccc(Cl)cc4)cs3)c(=O)n(-c3ccc(F)cc3)c2C1
    -1%	-14	4%	.	-6%	3%	-8%	2%	-2%
COc1ccc(/C=C2/SC(=S)N(CCCC(=O)Nc3ccc(O)cc3)C2=O)cc1
    8%	-4	-5%	-1%	-11%	?	-12%	-26%	-10%
O=C(COC(=O)c1cc(Cl)nc(Cl)c1)NC1CCCCCC1
    16%	-10	?	-35%	-3%	.	?	.	.
O=C(CSc1nnc(CNC(=O)c2ccc(F)cc2)o1)NCc1ccc2c(c1)OCO2
    -1%	-3	-10%	1%	-3%	-8%	-10%	-2%	0%
COc1cc(/C=C(/NC(=O)c2ccccc2)C(=O)Nc2cccc(O)c2)c([N+](=O)[O-])cc1OC
    14%	-1	-4%	-3%	-2%	?	2%	10%	-2%
COc1ccc(N(CC(=O)NCc2ccncc2)S(=O)(=O)c2ccccc2[N+](=O)[O-])c(OC)c1
    28%	-3	-4%	-3%	-4%	-16%	-15%	-8%	-2%
O=C(O)CNC(=O)CC1S/C(=N/N=C2\CSC(=O)N2)NC1=O (centres undefined)
    ?	5	-8%	?	-4%	1%	-16%	?	0%
COc1ccc(C(CNC(=O)c2oc3c(Cl)cccc3c2C)N2CCCC2)cc1 (centres undefined)
    30%[activator]	-4	-2%	-1%	0%	.	-10%	.	.
CC(=O)c1c(N2CCOCC2)nc(=O)n(-c2ccccc2)c1C
    45%[activator]	-8	0%[60.1 µM]	6%	-7%	-4%	-10%	4%	-2%
O=C(NCC1CCCO1)C1CCN(C2CCN(C3CCCCCC3)CC2)CC1 (centres undefined)
    25%	2	6%	4%	-3%	-9%	-7%	-1%	-2%
Cc1nc(C2CCC3C4CCC5=CC(=O)CC[C@]5(C)C4CC[C@]23C)cs1 (some centres undefined)
    .	.	.	?	.	3%	.	17%	-1%
Cc1ccc(OC(=O)c2cc(-c3ccc4c(c3)OCCO4)on2)cc1C
    5%	2	-14%	.	-1%	?	-4%	4%	-3%
C/C(CCN1CCc2nc(-c3ccccc3)c(-c3ccccc3)cc2C1)=N\O[C@@H](C)c1cc(-c2c(C)cc(C)cc2C)no1
    23%	-3	0%	37%[activator][12.4 µM]	-3%&-4%	0%[15.3 µM]	-13%	-23%	1%[12.4 µM]
CC12CCC(=O)N1C(C(=O)Nc1nc(-c3ccccc3Cl)cs1)CS2 (centres undefined)
    20%	-2	-13%	-21%	2%	.	-13%	.	.
COc1ccc(-c2[nH]c3c(c2-c2c(-n4cccc4)n(C)c(=O)[nH]c2=O)c(=O)[nH]c(=O)n3C)cc1F
    10%	-7	1%	.	-2%	-1%	0%	0%	0%
C/C=C1/C(=O)C[C@@H]2[C@H]3CCC4=CC(=O)CC[C@]4(C)[C@@H]3CC[C@]12C
    .	.	3%[19.4 µM]	-2%	-6%	5%	.	.	.
COc1ccc(NC(=O)c2ccc3nc(CCc4ccccc4)oc3c2)cc1
    12%	1	-4%[60.1 µM]	.	-2%	?	-14%	7%	0%
COc1ccc2c3c(cccc13)C(=O)CC2
    132%[activator]	8	-14%	-17%	-1%	64%[activator]	-22%	16%	5%
Cc1ccc(NC(=O)OCCNC(=O)OC(C)C)cc1
    151%[activator]	0	-8%	-4%	5%	-9%	-22%	23%	-10%
CN1C(=O)C2(NC(=O)c3ccccc3N2C)c2ccccc21 (centres undefined)
    14%	2	7%	-7%	-3%	-2%	-2%	1%	-3%
Cc1noc(/C=C/c2cccs2)c1S(=O)(=O)N1CCC(C(=O)Nc2ccc(F)c(Cl)c2)CC1
    7%	-2	3%	.	-3%	-12%	-3%	3%	-4%
CN(C)S(=O)(=O)c1cccc(NC(=O)COc2ccc3ccccc3c2)c1
    14%	-16	-4%	8%	6%	.	-17%	.	.
Cc1cc(NC(=O)C(C)C)ncc1NC(=O)c1ccccn1
    36%[activator]	-1	4%	0%	-1%	6%	-7%	-5%	-8%
O=C(N/N=C/c1cc([N+](=O)[O-])ccc1O)c1c[nH]c2ccccc12
    19%	-6	-10%	-2%	-2%	3%	31%[activator]	-9%	-8%
Nn1c(CSc2ccccn2)nc2ccccc2c1=O
    14%	-4	-3%	0%	-5%	-22%	-17%	11%	0%
Cc1ccc(OCCC(=O)OCC(=O)N2CCN(S(=O)(=O)c3ccc(C)cc3C)CC2)cc1
    15%	-5	-2%	-21%	-2%	.	-5%	.	.
COc1ccc(/C=C/C(=O)c2cccs2)cc1OC
    .	.	-12%[19.4 µM]	-2%	?	.	.	.	-2%
Cc1ccc(C)c(OCCC(=O)N2CCN(S(=O)(=O)c3cc(C)ccc3C)CC2)c1
    34%[activator]	-3	-12%	-21%	4%	.	-23%	.	.
COc1ccc(/C=N/NC(=O)c2ccc(-n3cnnn3)cc2)cc1
    20%	-4	-4%	4%	-2%	.	-16%	.	.
Cc1cccc(-c2nc3ccccc3c(=O)n2NC(=O)/C=C/c2ccc([N+](=O)[O-])cc2)c1
    25%	-2	-9%	?	-4%	-17%	-28%	33%	0%
O=C(NCc1cccnc1)C1CCC(c2ccc(Cl)cc2)CC1 (centres undefined)
    131%[activator]	-7	-2%	0%	-3%	-8%	6%	-6%	-8%
CC(C)n1cc(C(=O)NC2CC(C)(C)Cc3c2cnn3-c2ccccc2)cn1 (centres undefined)
    ?	-2	4%	59%[activator]	-4%	-7%	-17%	-1%	-2%
Cc1ccccc1C(=O)NNC(=O)C12CC3CC(CC(C3)C1)C2
    90%[activator]	-9	-2%	0%	0%	-8%	-22%	-13%	-1%
FC(F)Sc1ccc(N=C2NN=C(c3ccc4c(c3)OCCO4)CS2)cc1
    32%[activator]	0	-17%	1%	3%	-22%	-4%	44%	-6%
Cc1cccc(Nc2sc(C(=O)c3ccc(Cl)cc3)c(N)c2C(N)=O)c1
    17%	-2	-2%[60.1 µM]	.	0%	-11%	-9%	7%	-1%
COc1ccc(-c2noc(CN3CCN(c4cccc(Cl)c4)CC3)n2)cc1
    -12%	0	-1%	.	-1%	-17%	-4%	14%	-3%
O=S1(=O)CCC(NC(=S)N2CCCCC2)C1 (centres undefined)
    14%	-8	-1%	2%	-5%	-14%	0%	23%	-1%
COc1ccc(-n2c(Cc3cc(=O)[nH]c(=O)[nH]3)nnc2SCC(=O)N2CCC(C)CC2)cc1
    16%	2	-10%	3%	0%	-9%	-25%	6%	-2%
COc1ccc(CNc2nc(-c3cccnc3)nn2C(=O)C(C)C)cc1
    49%[activator]	-2	-1%	-5%	0%	-6%	-9%	1%	-5%
Oc1ccccc1C=NN=C1c2ccccc2-c2ccccc21
    5%	-6	-11%	.	5%	.	-17%	.	.
CC(C)C[C@H](NC(=O)[C@H](Cc1ccccc1)C[C@@H](O)[C@H](Cc1ccccc1)NC(=O)OC(C)(C)C)C(=O)N[C@@H](Cc1ccccc1)C(N)=O
    .	.	-4%[60.1 µM]	-4%	-1%	-9%	.	.	-1%
